Assay outcomes from PubChem BioAssay.
M. tuberculosis HTS = M. tuberculosis growth inhibition, HTS (AID 449762) | actives 0.59% (n = 330,000) | M. tuberculosis H37Rv growth inhibition, 7H9 media; higher % means a stronger effect | one-dose inhibition, % at 25 µM; IC50 in µM for titrated hits; in the data active = a potency from the dose series; inconclusive = inhibition above about 70% without an active follow-up result;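 note: bacterial growth assessed after seven days of incubation; strong numbers were not always called active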
M. tuberculosis = growth inhibition of non-replicating M. tuberculosis (AID 488890); Mycobacterium tuberculosis non-replicating, growth inhibition; higher % means a stronger effect; inhibition, % at 25 µM, or IC50 in µM where a hit was titrated; actives 0.39% (n = 320,000); in the data active = a potency from the dose series; inconclusive = inhibition mostly from about 82% at the one dose, without a potency; inactive = the rest, 99 in 100 with inhibition below about 76%;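 note: plate controls were DMSO cells for no effect and high antibiotic wells for full effect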
PhoP GFP inhibition = PhoP regulon inhibitors, Salmonella typhi PhoP promoter GFP reporter, confirmatory (AID 1850); Salmonella Typhi PhoP-promoter GFP reporter, fluorescence, 4 h; higher % means a stronger effect; inhibition, % at 50 µM; hits with a dose series show IC50 in µM; actives 0.33% (n = 310,000); in the data active = a potency from the dose series; inconclusive = inhibition mostly from about 25% at the one dose, without a potency; inactive = the rest, 99 in 100 with inhibition below about 19%;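 note: 0% = induced wells with vehicle and 100% = uninduced wells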
influenza NS1A = H1N1 influenza NS1A inhibitors, functional cell based assay (AID 504329); NS1A functional cell-based assay, percent inhibition; higher % means a stronger effect; inhibition, % at 12.5 µM, or IC50 in µM where a hit was titrated; actives 0.3% (n = 340,000); in the data active = a potency from the dose series; inconclusive = inhibition above about 27% without an active follow-up result; note: strong numbers were not always called active
inhibitors of VEEV = inhibitors of VEEV TC-83 cytopathic effect, confirmation, Vero cells (AID 588727). Vero cells, VEEV TC-83 cytopathic effect inhibition; higher % means a stronger effect. one-dose inhibition, % at 20 µM; IC50 in µM for titrated hits. actives 0.13% (n = 350,000); in the data active = a potency from the dose series; inconclusive = inhibition mostly from about 14% at the one dose, without a potency; inactive = the rest, 99 in 100 with inhibition below about 12%; note: strong numbers were not always called active
inhibitors of VEEV 10K pilot screen = also measured in inhibitors of VEEV; calls as there; inhibition, %; measured here: 10K pilot screen inhibition
Starred values were filed as active, the others as inactive; i = inactive; ? = inconclusive; . = not tested or not shown.

SMILES | M. tuberculosis HTS | M. tuberculosis | PhoP GFP inhibition | influenza NS1A | inhibitors of VEEV | others
CCCc1nn(C)c2c(=O)[nH]c(-c3cc(S(N)(=O)=O)ccc3OCC)nc12 | 2% | -14% | 12% | -7% | i
Cc1cccc(C(=O)Nc2ccccc2N2CCN(c3ccc(F)cc3)CC2)c1 | 2% | 25% | -10% | 17% | 5.7%
Cc1ccccc1NC(=S)N(C)C1(c2ccccc2Cl)CCCCC1=O (configuration not stated) | 0% | 28% | -12% | 8% | i | inhibitors of VEEV 10K pilot screen=0.6
COc1ccc(CN(C)CC(=O)NC(=O)Nc2ccccc2F)cc1 | -2% | 4% | . | -4% | i
CCc1sc(C(=O)N2CCC3(CC2)OCCO3)cc1Br | 1% | 6% | 2% | 1% | 1.9%
CCOc1ccc(C2=Nn3c(nnc3-c3ccccn3)SC2)cc1 | ? | 71% | 5% | 7% | 6.7%
COc1cc(NC(=O)c2sc3nc(C)nc(N4CCOCC4)c3c2C)cc(OC)c1OC | 8% | 15% | 8% | 0% | ?
CCn1c(SCC(=O)NCc2cccs2)nc2c1c(=O)n(C)c(=O)n2C | -4% | -9% | -7% | -3% | 0.9%
CCN(CC)CCOC(=O)c1ccc(NC(=O)C2(c3ccccc3)CCCC2)cc1 | 0% | 5% | 8% | 8% | 1.6%
CCCN(C(=O)c1ccc(OCC(C)C)cc1)c1c(N)n(Cc2ccccc2)c(=O)[nH]c1=O | -2% | 12% | 13% | 5% | 9.7%
COC(=O)CCCC1=CC2=CC(=O)C(C)(OC(=O)c3cccs3)C(=O)C2=CN1c1ccc(OC)cc1 (configuration not stated) | 2% | 10% | 4% | -2% | i
CCn1cc(C(=O)OCc2ccc(F)cc2)c(=O)c2ccc(C)nc21 | 5% | 0% | -9% | -2% | i
COc1ccc(N2CCN(C3CCCN(C(=O)C4=C(C)OCCO4)C3)CC2)cc1 (configuration not stated) | 3% | -10% | -3% | -11% | 1.1%
O=C(NCc1ccccc1)C(c1c(F)cccc1Cl)N(C(=O)c1csnn1)C1CC1 (configuration not stated) | 4% | 5% | -7% | -2% | i
CC(C)CNC(=S)NNC(=O)c1nn(C)cc1Cl | -1% | -2% | -3% | -2% | 4.7%
O=C(C1COc2ccccc2O1)N1CCOCC1 (configuration not stated) | 2% | 58% | -26% | -11% | 4.7%
OC(c1cc(C(F)(F)F)nc2c(C(F)(F)F)cccc12)C1CCCCN1 (configuration not stated) | ? | ? | 20µM* | 5% | i
Cc1ccc(S(=O)(=O)CCC(=O)Nc2nccs2)cc1 | 8% | -9% | 1% | 7% | 1.8%
O=S(=O)(c1ccccc1)C1CC1(c1ccccc1)c1ccccc1 (configuration not stated) | . | . | . | -27% | 2.9%
Cc1cccc(OCC(=O)Nc2nc3ccc([N+](=O)[O-])cc3s2)c1C | 11% | 12% | -19% | -4% | 0.8%
CN(c1ccccc1)P(=O)(N1CC1)N1CC1 | . | . | . | 6% | 1.1%
O=C(N/N=C/c1ccc2cccnc2c1)c1ccco1 | -10% | . | 8% | -1% | 2.5%
O=C(Nc1cccnc1)c1cc(-c2ccco2)on1 | -1% | -9% | 11% | 1% | 2.5%
C=CCN(C(=O)Nc1ccccc1)C1CC(=O)N(c2ccc(OC)cc2)C1=O (configuration not stated) | -3% | 0% | -13% | -13% | i
CCOc1ccc2c(c1)-c1c(ssc1=S)C(C)(C)N2C(=O)c1ccco1 | 13% | -1% | -1% | 2% | 6.4%
O=C(O)Cn1cc(/C=C/[N+](=O)[O-])c2ccccc21 | -5% | -16% | 7% | 1% | 1.7%
CNC(=S)N(Cc1ccccc1)Cc1cccnc1 | -10% | -3% | -15% | 1% | 3.1%
CCCn1nnnc1NC(=O)COc1ccc(Cl)cc1C | 38% | ? | -8% | -3% | 3.3%
CC(C)=CC(=O)Nc1nc2ccc([N+](=O)[O-])cc2s1 | . | . | . | 10% | 0.5%
CC(=O)c1ccc2c3c(cccc13)C(=O)N(c1c(C)nn(C)c1C)C2=O | -5% | 11% | -2% | -1% | 3.0%

Six entries from above, ordered by length of the SMILES, highest first:
SMILES | M. tuberculosis HTS | M. tuberculosis | PhoP GFP inhibition | influenza NS1A | inhibitors of VEEV | others
CC(=O)c1ccc2c3c(cccc13)C(=O)N(c1c(C)nn(C)c1C)C2=O | -5% | 11% | -2% | -1% | 3.0%
OC(c1cc(C(F)(F)F)nc2c(C(F)(F)F)cccc12)C1CCCCN1 (configuration not stated) | ? | ? | 20µM* | 5% | i
O=S(=O)(c1ccccc1)C1CC1(c1ccccc1)c1ccccc1 (configuration not stated) | . | . | . | -27% | 2.9%
O=C(Nc1cccnc1)c1cc(-c2ccco2)on1 | -1% | -9% | 11% | 1% | 2.5%
CN(c1ccccc1)P(=O)(N1CC1)N1CC1 | . | . | . | 6% | 1.1%
CNC(=S)N(Cc1ccccc1)Cc1cccnc1 | -10% | -3% | -15% | 1% | 3.1%

Additional entries.
SMILES | M. tuberculosis HTS | M. tuberculosis | PhoP GFP inhibition | influenza NS1A | inhibitors of VEEV | others
Cc1cc(C(=O)OCC(=O)c2ccc(Cl)c([N+](=O)[O-])c2)c2cccc(C)c2n1 | 1% | 20% | 9% | -3% | 3.6%
N=C1SCC(=O)N1Cc1ccccc1 | -6% | 6% | 2% | . | 1.5%
COc1ccc(CCNC(=O)C(NS(=O)(=O)c2ccc3c(c2)CCN3C(C)=O)C(C)C)cc1OC (configuration not stated) | -5% | -1% | -11% | . | .
O=C(NCCN1CCCCC1)c1cccc2c1C(=O)c1ccc(N3CCCC3)cc1S2(=O)=O | 7% | 54% | . | 12% | i
CC(C)COP(=O)(OCC(C)C)C(Nc1ccccc1)c1ccc2c(c1)OCO2 (configuration not stated) | 7% | -2% | -1% | -7% | 5.9%
O=c1nc(/C=C/c2ccc(O)c(O)c2)oc2ccccc12 | . | . | . | 13% | 1.3%
O=C1/C(=C/c2cccnc2)Oc2cc(OS(=O)(=O)c3ccccc3)ccc21 | ? | ? | 7% | -15% | 0.2%
Cc1ccc(NC(=O)c2ccccc2Cl)cc1-n1cnnn1 | 0% | 10% | -10% | 9% | 0.5%
Oc1ccccc1C=NN=Cc1ccccc1Cl | . | . | . | 2% | i
O=C(Nc1ccc(F)cc1)Nc1ccc(N2CCOCC2)c2nonc12 | 10% | 5% | 8% | 18% | i
COc1cc(CCCN2C(=O)C(=O)NC[C@@H]2CC2CCCCC2)cc(OC)c1OC | 2% | 4% | 3% | -3% | 1.4%
CCOC(=O)c1c(C)[nH]c(C(=O)COC(=O)c2ccc(O)cc2O)c1C | 3% | 7% | -1% | -9% | 2.2%
CCn1ncc([N+](=O)[O-])c1C(=O)Nc1c(C)cccc1C | 2% | -12% | -5% | -5% | 1.7%
Cc1cc(C)nc(NC2=NCC(=O)N2CCc2c[nH]c3ccccc23)n1 | 0% | 14% | -2% | 5% | 10%
Cc1cc(/C(O)=C2\C(=O)C(=O)N(CCN(C)C)C2c2ccncc2)ccc1OCc1ccccc1 (configuration not stated) | -3% | -11% | 8% | 2% | 0.9%

Quoted at random: 2 compounds from above, in no set order.
SMILES | M. tuberculosis HTS | M. tuberculosis | PhoP GFP inhibition | influenza NS1A | inhibitors of VEEV | others
COc1ccc(N2CCN(C3CCCN(C(=O)C4=C(C)OCCO4)C3)CC2)cc1 (configuration not stated) | 3% | -10% | -3% | -11% | 1.1%
O=C(NCCN1CCCCC1)c1cccc2c1C(=O)c1ccc(N3CCCC3)cc1S2(=O)=O | 7% | 54% | . | 12% | i

The results go on.
SMILES | M. tuberculosis HTS | M. tuberculosis | PhoP GFP inhibition | influenza NS1A | inhibitors of VEEV | others
COc1cc(C(=O)NCC(c2cccnc2)N2CCN(c3ccc(F)cc3)CC2)cc(OC)c1OC (configuration not stated) | 2% | -5% | -6% | 12% | i
Cc1ccc(-c2cc(C(=O)Nc3ccc(S(=O)(=O)Nc4nc(C)cc(C)n4)cc3)c3ccccc3n2)cc1 | 56% | 36% | -8% | -7% | 1.3%
Cc1cc([N+](=O)[O-])c(-c2ccc(/C=N/n3cnnc3)o2)cc1Cl | -6% | 42% | -3% | 5% | 2.8%
Cc1ccc(NC(=O)c2cc(=O)c3ccccc3o2)cc1 | -15% | 19% | 11% | 1% | 1.8%
COc1ccc(N2CCN(C(=O)c3cc([N+](=O)[O-])ccc3N3CCN(CCO)CC3)CC2)cc1 | 6% | -2% | -2% | 9% | 0.6%
O=C(CN(c1ccccn1)S(=O)(=O)c1ccccc1)N/N=C/c1cccc([N+](=O)[O-])c1 | -1% | 0% | -18% | -6% | 0.4%
O=[N+]([O-])c1ccc(S(=O)(=O)NN=CCCc2ccccc2)cc1 | . | . | . | 0% | 0.9%
O=C(NCCN1CCN(c2ccccc2)CC1)Nc1cccc(Cl)c1 | 11% | 56% | -3% | -8% | i
CCOc1ccc(NC(C)C(=O)N/N=C/c2ccc([N+](=O)[O-])cc2)cc1 (configuration not stated) | ? | 7% | 3% | . | .
CC(=O)Nc1ccc(S(=O)(=O)NCCSCc2cccc(Cl)c2)cc1 | 7% | 61% | -2% | -1% | 1.7%
O=C(Nc1ccc(-c2cn3ccccc3n2)cc1)c1cccs1 | 26% | 4% | 11% | 2% | 6.3%
CC1=NN(Cc2cc(C(C)(C)C)c(O)c(C(C)(C)C)c2)C(=O)C1 | -11% | . | -1% | -1% | 0.1%
N=c1c2c(n(Cc3ccc(F)cc3)c3c1CCC3)CCC2 | -3% | 23% | -2% | 6% | 0.5%
C/C(=N\NC(=O)c1ccc(Cl)cc1)c1cccc(NC(=O)C(C)C)c1 | 5% | 12% | 9% | 0% | 0.7%
Cc1ccc(C(=O)N2CCC(Cc3ccccc3)CC2)cc1S(=O)(=O)N1CCOCC1 | . | . | . | -1% | 4.6%
CC(C)N1C(=O)CCC1C(=O)NC1CCCC1 (configuration not stated) | -1% | -10% | -1% | 3% | 1.2%
COc1ccc(CC(=O)NCC2CCCN(Cc3ccccc3OC)C2)cc1 (configuration not stated) | 1% | 8% | 0% | 0% | i
COC(=O)C1=C(C)N(CCc2ccc(OC)c(OC)c2)C(=O)C1 | -8% | -2% | 4% | -16% | i
Cc1cc(C(=O)NC2CCCc3ccccc32)ccc1[N+](=O)[O-] (configuration not stated) | -3% | 9% | 8% | -3% | 3.0%
CCn1nc(C)c(CN2CCN(Cc3ccc(OC)c(C)c3C)C(CCO)C2)c1C (configuration not stated) | 7% | 6% | -3% | -7% | 0.2%
CC(=O)N/C(=N/c1nc(C)cc(C)n1)Nc1cccc(C)c1C | -6% | 0% | 5% | -15% | 0.3%
CCOC(=O)[C@H]1[C@H]2COc3ccc(Cl)cc3[C@@H]2N2C(=O)CN(Cc3ccc(OC)cc3)C(=O)[C@@]12C | 0% | 19% | . | -16% | 5.5%
O=C(NCc1ccccc1)C(c1ccccc1F)N(CC1CCCO1)C(=O)c1ccccn1 (configuration not stated) | 2% | 2% | 9% | -6% | i
COc1cc(O)c(C(CCN2CCN(c3ccccc3)CC2)c2cc(OC)c(OC)c(OC)c2)c(OC)c1 (configuration not stated) | 53% | 29% | -2% | 1% | i
CC(=O)N1CCN(S(=O)(=O)c2ccc(F)c(Cl)c2)CC1 | 2% | 4% | 8% | -5% | 1.9%
COc1cccc(NC(=O)c2cc(-c3ccc(C)o3)nc3ccccc23)c1 | -10% | 49% | -3% | 17% | 6.9%
Nc1ncncc1-c1ccc2ccccc2c1 | 4% | -17% | -7% | -20% | 0.8%
CCOC(=O)c1nnc(-c2ccccc2)nc1NC | -31% | 24% | 5% | 3% | 3.1%
O=C(O)c1cn(C2CC2)c2cc(N3CCN(S(=O)(=O)c4ccc5c(c4)OCCO5)CC3)c(F)cc2c1=O | ? | 79% | 7.6µM* | 1% | 1.6%
CC(C)C1N(C(=O)CN2CCCC2)CCN1S(=O)(=O)c1ccccc1 (configuration not stated) | 2% | 9% | 10% | 7% | 2.5%
CSC1=NC2(CCCCC2)CC12C=CC(=O)C=C2 | -3% | 1% | -2% | -12% | 1.5%
O=C(NC(=S)Nc1cccc2c(O)cccc12)c1ccco1 | 6% | 40% | 2% | -1% | 5.0%
COc1cc(OC)cc(C(=O)NCC(=O)OCC(=O)Nc2ccc3c(c2)OCO3)c1 | -2% | -4% | 0% | 4% | 1.5%
CCOC(=O)c1oc2cccc(OCC(O)CNC(C)C)c2c1C (configuration not stated) | -8% | 10% | 14% | 6% | i
Cc1cccc(-n2cc(-c3ccccc3)c3c(N4CCOCC4)ncnc32)c1 | 11% | 42% | 6% | 15% | 9.5%

Rows are unselected. Share with any hit: about 1.5%.
